Lmaj promast: inhibitors of Leishmania major promastigote growth. Leishmania major promastigotes, resazurin fluorescence viability. inhibition, % at 10 µM. 200,000 tested, 9% active. AID 1063;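 further: promastigotes grown with compound for 44 hours at 28 °C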
Diaphorase inh: inhibits diaphorase or chemically oxidizes, flagging diaphorase assay artifacts; diaphorase resazurin-to-resorufin fluorescence, NADH, 16 min; bacterial (C. kluyveri) enzyme, not human; AID 1217; inhibition, % at 20 µM; 190,000 tested, 0.69% active;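 active means primary screen inhibition at 20 µM above a set limit, cut at about 50% in these data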;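 further: plate controls were DMSO with full reaction for no effect and wells lacking NADH for full effect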
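Detection: fluorescence of resorufin formed from resazurin, Ex 544/Em 590 nm; test system: Clostridium kluyveri diaphorase enzyme; amount: 0.14 U/mL diaphorase, enzyme working solution; times: 16-min room-temperature incubation before reading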
TLR4 MyD88 comp: TLR4-MyD88 interaction inhibition in cells; O00206+Q99836; HeLa CL3-4 TLR4/MyD88 BLA complementation, FRET ratio; inhibition, % at 8.4 µM; 200,000 tested, 0.18% active; in the data active means inhibition above about 25%;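 further: 0% = vehicle and 100% = reference inhibitor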
G6PDH CS: L. mesenteroides G6PDH inhibition counter-screen. Purified L. mesenteroides G6PDH, diaphorase/resazurin coupled fluorescence, 45 min. inhibition, % at 5 µM. 200,000 tested, 0.12% active
DTT redox prof: compounds producing H2O2 with reducing agent – biochemical, NIH compound library profiling, artefact control for MLSCN library redox annotation, primary screen. DTT-dependent redox cycling H2O2, phenol red/HRP absorbance; 100% = 100 µM peroxide control, 0% = buffer. AID 878. 200,000 tested, 0.03% active. activation, % at 10 µM;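 active means activation of at least 50% relative to the plate's high and low controls in the primary single-dose screen; inactive means activation below 50%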;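 further: compound incubated with DTT at 0.8 mM final as the reducing agent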
RAM network inh: blocks the yeast RAM network. S. cerevisiae dse1pr::URA3 reporter, 5-FOA growth OD615, 2 d; analog-sensitive cbk1-as2 kinase mutant strain. inhibition, % at 50 µM. 190,000 tested, 1.8% active. AID 868;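 active means inhibition above a set limit, 3 SD over mean compound inhibition, cut at about 8.4% in these data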;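 further: 0% = DMSO-only wells with no growth and 100% = 10 µM 1-NA-PP1 full growth; inhibition rescues growth on 5-FOA so higher OD means more RAM inhibition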
Diaph act CS: activates diaphorase or chemically reduces, flagging diaphorase assay artifacts; Diaphorase/resazurin coupled assay, resorufin fluorescence, 16 min; stronger effect = higher value; 1 = vehicle wells, 0 = NADH-free wells; activation factor at 20 µM; 190,000 tested, 0.005% active; AID 1229;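 active means diaphorase activity raised at least twofold by the compound at 20 µM; inactive means activation factor below 2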
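Material: Clostridium kluyveri diaphorase, purified enzyme; Quantity: enzyme 0.07 U/mL final; Medium: HEPES pH 7.4 buffer with MgCl2 and Tween 20; Dosing: single compound dose of 20 µM, 1% DMSO final; Schedule: 16 min reaction at room temperature; Measured by: red resorufin fluorescence at 544/590 nm excitation/emission.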
Hsp70 act: Hsp70 transcriptional activation, primary screen; HeLa Hsp70 promoter luciferase reporter, luminescence; scaled: vehicle 0, proteasome-inhibitor control 100%; activation, % at 10 µM; 200,000 tested, 0.04% active; AID 1203;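 active means activation above the mean across all tested compounds plus 3 SD, cutoff set per campaign, cut at about 5.5% in these data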;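 further: 100% = MG132 at 30 µM as the positive control and 0% = DMSO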
PMI act hi M6P: activators of human phosphomannose isomerase at near-saturating mannose 6-phosphate. P34949. 190,000 tested, 0.34% active. coupled PMI enzyme assay, resazurin fluorescence, 20 min; stronger effect = higher value; 1 = untreated enzyme, 0 = substrate-free blank. activation factor at 20 µM;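 active means activation factor of 2 or more at 20 µM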
Target sequence (P34949 whole entry, looked up): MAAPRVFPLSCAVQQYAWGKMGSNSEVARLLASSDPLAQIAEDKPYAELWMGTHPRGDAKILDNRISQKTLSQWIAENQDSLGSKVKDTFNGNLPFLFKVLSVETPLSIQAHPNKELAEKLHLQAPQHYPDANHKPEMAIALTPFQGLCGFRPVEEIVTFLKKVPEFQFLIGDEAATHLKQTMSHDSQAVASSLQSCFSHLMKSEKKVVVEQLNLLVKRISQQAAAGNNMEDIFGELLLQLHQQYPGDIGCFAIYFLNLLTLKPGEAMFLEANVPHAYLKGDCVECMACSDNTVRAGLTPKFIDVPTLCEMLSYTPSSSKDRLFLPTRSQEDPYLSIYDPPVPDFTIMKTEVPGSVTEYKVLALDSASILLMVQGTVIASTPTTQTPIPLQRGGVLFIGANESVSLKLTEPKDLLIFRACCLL
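test system = human PMI in coupled enzyme assay | medium = HEPES-buffered pH 7.4 with magnesium and detergent | also added = 1.0 mM mannose-6-phosphate substrate with 0.22 mM NADP+ | compound = 20 µM single dose | times = 20 min incubation at room temperature | measured by = resorufin fluorescence (Ex 544/Em 590 nm) from resazurin via diaphorase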
S1P3 antagonist: blocks the human S1P3 receptor | Q99500 | CHO S1P3 NFAT-BLA reporter, FRET fluorescence, antagonist mode | inhibition, % at 4.98 µM | 170,000 tested, 0.27% active | AID 485;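 active means inhibition above the plate cutoff, the mean inhibition of test wells on that plate plus 3 SD, cut at about 28% in these data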;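 further: cells challenged with S1P at its EC80 of 0.8 µM; blue over green emission ratio from cleaved BLA substrate after 4 h stimulation; 0% = S1P-stimulated wells and 100% = unstimulated DMSO-only wells; some compounds past the cut are filed as inactive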
Target sequence (Q99500 whole entry, looked up): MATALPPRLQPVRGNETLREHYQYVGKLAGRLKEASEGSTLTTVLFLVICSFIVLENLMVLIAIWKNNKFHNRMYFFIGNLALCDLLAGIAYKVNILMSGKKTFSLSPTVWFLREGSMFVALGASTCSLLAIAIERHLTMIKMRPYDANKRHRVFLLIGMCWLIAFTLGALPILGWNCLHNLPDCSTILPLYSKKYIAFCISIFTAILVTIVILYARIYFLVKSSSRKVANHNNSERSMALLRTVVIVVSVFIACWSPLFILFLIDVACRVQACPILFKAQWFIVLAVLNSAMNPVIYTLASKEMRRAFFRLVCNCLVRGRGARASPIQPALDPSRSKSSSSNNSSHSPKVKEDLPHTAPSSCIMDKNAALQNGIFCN
PMI activator: increases human mannose-6-phosphate isomerase activity. AID 1214. P34949. purified human PMI, coupled resazurin fluorescence, 20 min; stronger effect = higher value; 1 = vehicle control, 0 substrate-free wells. activation factor at 20 µM. 190,000 tested, 0.005% active;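 active means activation factor of 2 or more at 20 µM, relative to plate controls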
* = called active by the depositor; . = no result given. Unless noted, no stated cut-off is given here; in the data, active means inhibition above about 50%; inactive means the rest.

Sample of the layout:
SMILES	Lmaj promast	Diaphorase inh	TLR4 MyD88 comp	G6PDH CS	DTT redox prof	RAM network inh	Diaph act CS	Hsp70 act	PMI act hi M6P	S1P3 antagonist	PMI activator
CN1C(=O)c2cccc3c(S(=O)(=O)Nc4ccccn4)ccc1c23	-4.0	12.5	11.0	0.4	2.4	1.1	0.9	-0.2	0.8	-16.9	1
Nc1ccc(CCc2nc3ccccc3o2)cc1	4.2	8.5	2.8	6.1	1.1	0.3	0.9	0.0	1	-0.3	0.9

This part in full, from the first entry:
SMILES	Lmaj promast	Diaphorase inh	TLR4 MyD88 comp	G6PDH CS	DTT redox prof	RAM network inh	Diaph act CS	Hsp70 act	PMI act hi M6P	S1P3 antagonist	PMI activator
CN1C(=O)c2cccc3c(S(=O)(=O)Nc4ccccn4)ccc1c23	-4.0	12.5	11.0	0.4	2.4	1.1	0.9	-0.2	0.8	-16.9	1
Nc1ccc(CCc2nc3ccccc3o2)cc1	4.2	8.5	2.8	6.1	1.1	0.3	0.9	0.0	1	-0.3	0.9
CCOc1ccc2[nH]c(=O)c(=O)[nH]c2c1	-1.9	27.7	2.5	11.1	1.4	0.9	0.7	-0.3	1	2.4	0.9
Cc1cc(C)c(S(=O)(=O)N2CCN(c3ccc([N+](=O)[O-])c(NCc4ccco4)c3)CC2)c(C)c1	18.2	22.6	3.6	3.6	-1.5	6.0	0.8	0.1	0.8	.	1
O=C1NC2(C=Cc3c(ccc4ccccc34)O2)Oc2ccccc21 (stereo not drawn)	-1.5	18.6	11.3	-4.3	-0.1	2.1	0.8	0.4	0.9	.	1
COc1cccc(/C=C/C(=O)OCC(=O)Nc2cccc(S(=O)(=O)N3CCOCC3)c2)c1OC	-4.6	16.1	6.3	-4.4	0.3	4.0	0.8	-0.2	0.9	-26.2	0.9
CCOc1ccc(-c2c(=O)n(OCc3ccccn3)c3ccccc3[n+]2[O-])cc1	2.5	0.1	6.1	6.8	1.4	2.9	1	-0.3	1	.	1
O=C(COc1ccc(S(=O)(=O)NCc2ccccc2)cc1Cl)NCC1CCCO1 (stereo not drawn)	-1.7	-6.2	-6.7	-0.2	0.2	1.8	1.1	-0.2	1.1	.	1.1
COc1c(Cl)cc(Cl)cc1CNCCO	-4.3	17.2	-6.5	12.1	-0.2	0.5	0.8	-0.2	0.9	-4.9	0.9
CCOC(=O)C1(Cc2cccc(OC)c2)CCN(Cc2cccc(O)c2)CC1	22.0	17.9	-6.7	13.9	-0.7	2.0	0.8	-0.1	1	-0.3	1
CCOc1cc(C(=O)OCC(=O)c2c[nH]c3ccccc23)ccc1OCC(=O)N1CCOCC1	7.9	10.8	3.3	-3.0	-3.2	2.2	0.9	-0.4	1	.	0.9
CCNC(=S)N/N=C(\C)c1ccc(N2CCOCC2)cc1	-4.0	9.1	2.3	8.4	-0.6	0.8	0.9	-0.2	1.1	-2.1	1.1
O=C(c1cccnc1)N1CCc2ccccc2C1	1.1	15.7	-1.3	8.1	1.1	2.0	0.8	-0.5	0.7	24.0	1.1
Cc1nn(C2CCS(=O)(=O)C2)c(Cl)c1/C=C/C(=O)OCC(=O)Nc1ccc2c(c1)OCO2 (stereo not drawn)	-8.7	30.2	-9.2	9.4	-0.1	0.2	0.7	-0.1	1	4.8	1.1
CC1CCCN(Cc2c(O)ccc3c2O/C(=C\c2ccco2)C3=O)C1 (stereo not drawn)	5.0	41.6	6.5	6.3	0.5	0.0	0.6	-0.2	1	-6.9	1.2
CN(CC(=O)Nc1ccncc1)S(=O)(=O)c1ccc(Cl)cc1	-5.1	15.0	-11.2	3.9	-2.2	-0.8	0.8	0.5	1	-33.1	1.1
CCOC(=O)c1cnc(SCC(=O)c2ccccc2)nc1N	-4.3	14.1	4.0	-0.3	1.9	4.2	0.9	0.1	1.2	15.1	1.2
O=C(O)CN1C(=O)C2(OCCCO2)c2ccccc21	-11.0	15.4	-16.2	-3.1	1.3	-0.2	0.8	-0.5	1	.	1
CC(/C=C1\SC(=S)N(CC(=O)N2CCN(c3ccccc3)CC2)C1=O)=C\c1ccccc1	24.5	15.0	2.2	-14.9	0.3	9.8*	0.8	-0.6	0.9	0.7	0.8
O=C(NCc1ccc(Cl)cc1)C(=O)c1c[nH]c2ccccc12	-8.0	23.9	-2.9	-1.4	-0.6	3.4	0.8	0.0	0.9	5.8	1
CCOC(=O)N=S(=O)(Oc1ccc([N+](=O)[O-])cc1)c1ccccc1 (stereo not drawn)	-4.2	17.0	-5.5	-23.3	2.0	0.9	0.8	0.0	0.8	.	0.9
COC(=O)c1ccc(C(=O)OC)c(NC(=S)N2CCN(c3ccccc3F)CC2)c1	-5.9	25.0	-4.3	-0.6	-0.3	0.7	0.8	-0.3	0.8	3.1	0.8
COc1cc(NS(=O)(=O)c2ccc3[nH]c(=O)oc3c2)cc(OC)c1	-0.7	7.2	6.8	-2.0	-0.8	1.1	0.9	-0.1	1	6.2	1.1
N#Cc1ccccc1Sc1ccccc1C(=O)N1CCOCC1	1.9	9.5	2.0	5.6	0.1	-0.5	0.9	-0.3	1	8.5	0.9
CCOc1cccc(/C(O)=C2/C(=O)C(=O)N(Cc3ccco3)C2c2ccncc2)c1 (stereo not drawn)	-7.3	7.1	-9.0	6.3	5.0	0.5	0.9	0.0	1.3	.	1.3
Cc1ccc(SC(C)C(=O)Nc2cccc(N(C)S(C)(=O)=O)c2)cc1 (stereo not drawn)	49.5	15.2	-11.7	4.6	0.2	-0.2	0.8	-0.4	0.9	.	0.9
CCc1ccc(OCCCC(=O)Nc2nnc(C3CCCO3)s2)cc1 (stereo not drawn)	-0.5	-2.3	7.3	0.8	0.2	2.4	1	-0.3	1.1	-17.7	1
COCCn1c(Sc2ccc(C)cc2)nc2c1c(=O)[nH]c(=O)n2C	-8.5	-4.5	0.9	9.3	-0.2	0.9	1	0.1	1	-22.5	1
COc1cc(C(=O)OCC(=O)N(C)Cc2ccccc2)cc(OC)c1OC	-3.0	5.4	6.2	5.3	1.8	3.3	0.9	0.0	1.1	1.0	0.9
Cc1ccccc1NC(=S)NC(C)C(c1cccs1)N1CCOCC1 (stereo not drawn)	4.9	-4.3	4.7	12.0	0.4	-0.3	1	-0.1	1.1	-2.7	1.1
O=C(NCCCn1ccnc1)c1noc2c1CCc1ccccc1-2	88.4*	15.3	4.0	32.8	-0.3	0.5	0.8	-0.2	0.5	6.2	0.9
CCOC1=NN(c2ncc(C(F)(F)F)cc2Cl)C(=O)C1	-2.8	5.2	9.1	3.9	-0.6	0.0	0.9	-0.3	1	-10.3	1.1
Cc1cc(C)nc(SCC(=O)OCN2C(=O)c3ccccc3C2=O)n1	1.6	18.5	-21.2	1.5	-0.4	-0.3	0.8	-0.2	1	.	1
OCC1(Cc2ccccc2)CCN(Cc2ccc(C(F)(F)F)cc2)CC1	80.8*	4.1	0.2	12.1	-0.6	0.8	1	-0.1	1	0.5	0.9
O=C(Cc1cc(=O)[nH]c(=O)[nH]1)NCC1CCCO1 (stereo not drawn)	-5.9	6.3	11.6	5.9	-0.8	0.8	0.9	-0.4	1.1	-13.0	1.1
CSc1ncc(S(=O)(=O)c2ccccc2)c(=O)[nH]1	-4.1	-12.9	-6.1	3.9	-2.3	1.4	1.1	-0.1	1.3	6.0	1.5
O=C1OCCN1C(=O)[C@H]1[C@H](c2ccc(Cl)cc2)C(c2cccc(Cl)c2)=NN1c1ccccc1	18.0	18.0	2.0	15.4	-0.1	2.4	0.8	-0.1	0.9	-8.8	0.9
Cc1oc(-c2ccc3ccccc3c2)nc1CN(C)C(C)c1ccncn1 (stereo not drawn)	24.3	.	1.6	16.6	0.0	-0.4	.	-0.3	.	-18.7	.
CSc1nc2c(c(-c3ccc(O)cc3)c1C#N)CCC2	4.4	27.8	8.5	3.8	0.6	4.0	0.7	-0.1	0.9	7.6	0.9
CCOC(=O)c1c(NC(=O)COC(=O)c2c(C)noc2C)sc2c1CCC2	-1.2	20.2	7.6	-0.4	2.7	6.8	0.8	-0.3	0.8	-10.8	0.9
CC/C=C\[C@H](O)[C@H](O)C1=C(C)C(=O)[C@]2(O1)C(=O)N[C@@](OC)(C(=O)c1ccccc1)C2O (stereo partly drawn)	-12.1	42.1	-5.2	14.7	-0.6	0.5	0.6	-0.6	0.6	-11.2	0.9
O=C(Nc1ccc2c(c1)OCCO2)C1CCN(S(=O)(=O)c2ccccc2)CC1	1.9	12.9	-3.9	7.8	0.2	0.5	0.9	-0.4	1	-4.1	1
COc1ccc(C(=O)/C(=C\c2ccco2)N2C=CC=CC2=C(C#N)C#N)cc1	39.8	1.6	5.8	5.3	1.5	4.5	1	1.6	1	.	1
O=C(O)C1CC=CCC1C(=O)N1CC=C(c2ccccc2)CC1 (stereo not drawn)	13.6	20.0	-7.2	1.4	-1.0	1.4	0.8	0.0	0.8	-27.9	0.9
N#Cc1ccccc1Cn1cc(/C=C/[N+](=O)[O-])c2ccccc21	87.1*	19.3	-5.5	-2.9	-0.2	5.9	0.8	-0.1	0.9	4.6	0.9
COc1ccc(C(=O)N2CCCC2)cc1S(=O)(=O)N1CCOCC1	-2.1	1.1	12.6	4.6	0.2	-0.7	1	-0.4	1	-13.5	1
CC(=O)OCC(=O)N1N=C(c2ccc3ccccc3c2)CC1c1ccccc1 (stereo not drawn)	85.5*	0.9	-1.3	-1.1	0.9	6.7	1	0.6	1	-5.7	1
Cc1ccc(CNC(=O)COC(=O)Cn2nc(C)c([N+](=O)[O-])c2C)cc1	-2.4	-3.7	6.6	2.8	-0.6	-0.4	1	0.0	1	-15.1	1
CCn1c(SCC(=O)N/N=C/c2cc(OC)c(O)c(OC)c2)nc2ccccc21	41.9	-3.1	10.7	-5.7	0.1	0.7	1	-0.3	1.1	3.1	1
O=C(COc1ccccc1CNCc1ccccc1)Nc1ccccc1	37.9	6.3	0.7	6.8	0.8	2.1	0.9	0.1	1	.	1
CCNC(=S)Nc1c(C)n(C)n(-c2ccccc2)c1=O	-5.8	11.7	-3.8	9.8	-0.4	-1.0	0.9	-0.1	0.9	-5.3	0.9
Cc1[nH]n(-c2ccccc2)c(=O)c1/C=N/NC(=O)c1cccc([N+](=O)[O-])c1	-3.8	41.6	9.0	4.9	-1.0	2.3	0.6	0.3	1	.	0.8

From PubChem BioAssay
